cln2 rad14 = NCI yeast anticancer drug screen, S. cerevisiae cln2 rad14 strain. hit rate 8.3% among 78,000. growth inhibition, % at 50 µM;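 further: 0% = growth of vehicle-only cultures of the same strain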
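Each compound was tested on cln2 rad14 yeast. Inhibition of growth was calculated against vehicle-exposed controls.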
sgs1 mgt1 = NCI yeast anticancer drug screen, S. cerevisiae sgs1 mgt1 strain. growth inhibition, % at 50 µM. hit rate 10% among 78,000;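 further: 0% = growth of vehicle-only cultures of the same strain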
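Mutant yeast exposed to compound; growth scored against vehicle-only wells.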
mlh1 rad18 = NCI yeast anticancer drug screen, S. cerevisiae mlh1 rad18 strain. % growth inhibition at 50 µM. hit rate 11% among 79,000;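 further: 0% = growth of vehicle-only cultures of the same strain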
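Inhibition values reflect reduced growth of mutant yeast versus vehicle-treated controls following compound exposure; the mutations affect DNA damage repair.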
bub3 = NCI yeast anticancer drug screen, S. cerevisiae bub3 mutant strain; growth inhibition, % at 50 µM; hit rate 9.9% among 78,000; AID 167;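 further: 0% = growth of vehicle-only cultures of the same strain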
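Whole-cell yeast assay. The mutant strain was incubated with compounds, and growth inhibition was determined by comparison with vehicle-treated cells.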
rad50 = NCI yeast anticancer drug screen, S. cerevisiae rad50 strain. growth inhibition, % at 50 µM. hit rate 10% among 79,000. AID 155;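 further: 0% = growth of vehicle-only cultures of the same strain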
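Genetically altered yeast (DNA repair pathway); compound treatment; growth inhibition vs vehicle ctrl.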
mec2-1 = NCI yeast anticancer drug screen, S. cerevisiae mec2-1 strain. hit rate 9% among 79,000. % growth inhibition at 50 µM;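 further: 0% = growth of vehicle-only cultures of the same strain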
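Vehicle-treated cultures served as reference for growth inhibition of compound-exposed mec2-1 yeast.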
Numbers without * were called inactive; & = joins results of further samples. No stated cut-off is given here; in the data, active means growth inhibition above about 70%; inactive means the rest.

Letter code – A = cln2 rad14; B = sgs1 mgt1; C = mlh1 rad18; D = bub3; E = rad50; F = mec2-1
NC(=O)COc1c(Cl)cc(Cl)cc1Cl
  A: 6 | B: 38 | C: 10 | D: 44 | E: 28 | F: 22
COc1ccc(NC(=O)NCc2ccc(C)cc2)cc1
  A: -6 | B: 34 | C: 27 | D: 8 | E: 4 | F: 34
CN(C)CCC(=O)CCN(C)C
  A: -32&-11 | B: 10&-34 | C: 12&-23 | D: -3&-31 | E: 18&-26 | F: 2&-49
CCCCCCCCCCCCNC(=O)C[n+]1cccc(C(=O)Nc2ccccc2)c1
  A: 99* | B: 100* | C: 98* | D: 98* | E: 99* | F: 99*
CC(C)(C)OC(=O)NC(C)(C)C(=O)NCCC(=O)O
  A: 3 | B: -2 | C: -14 | D: -15 | E: 0 | F: -70
CC(=O)OC1CCC2(C)C(CCC3C2CC(OC(C)=O)C2(C)C(C(C)CCC(c4ccccc4)c4ccccc4)CCC32)C1 (centres undefined)
  A: 15 | B: 1 | C: -2 | D: 0 | E: 9 | F: -20
COc1cc(SC)c(OC)cc1C
  A: -22 | B: -12 | C: 5 | D: -6 | E: 4 | F: 1
CC1(C)S[C@H](CN)N[C@H]1C(=O)OC(c1ccccc1)c1ccccc1
  A: -1 | B: 5 | C: -32 | D: -11 | E: -4 | F: -13
COc1ccc(-c2ccc(CC(=O)O)cc2)cc1OC
  A: 8 | B: 1 | C: -8 | D: -15 | E: -19 | F: -39
O=C1c2c(Cl)cccc2C(c2ccccc2)c2cccc(Cl)c21
  A: -12 | B: -2 | C: 23 | D: 7 | E: 29 | F: -4
CCC1NC(=O)C(NC(=O)c2ncccc2O)C(C)OC(=O)C(c2ccccc2)NC(=O)C2CC(=O)CCN2C(=O)C(Cc2ccccc2)N(C)C(=O)C2CCCN2C1=O (centres undefined)
  A: -17 | B: -29 | C: 0 | D: -6 | E: -7 | F: -33
Cc1cc(C)c(SSc2c(C)cc(C)cc2C)c(C)c1
  A: -16 | B: -4 | C: -2 | D: 8 | E: -8 | F: -9
Cc1ccc(C2=CSC3=NCCN23)cc1Cl
  A: -6 | B: 5 | C: 23 | D: -18 | E: -30 | F: -44
C=C(CN(C)C)C(=O)c1ccccc1[N+](=O)[O-]
  A: -25 | B: 74* | C: 67 | D: 72* | E: 8 | F: 51
Cc1cc(S(=O)(=O)Nc2nc(N)nc(N3CCCCC3)n2)c(S)cc1Cl
  A: -7 | B: -13 | C: 5 | D: -5 | E: 0 | F: -12
O=CC1=CCC2c3[nH]c4ccccc4c3CCN2C1 (centres undefined)
  A: 27 | B: 26 | C: 20 | D: 28 | E: 25 | F: 20
CC1=CC(=O)C=CC1=Nc1cc(Cl)c(O)c(Cl)c1
  A: 77* | B: 84* | C: 82* | D: 83* | E: 81* | F: 79*
CCCOc1ccc(O)cc1
  A: -20 | B: -18 | C: -10 | D: -9 | E: -18 | F: -19
S=c1sc2c(Cl)ncnc2n1-c1ccccc1
  A: 12 | B: 13 | C: 6 | D: 10 | E: 2 | F: 24
CC(C)(C)CCCC(C(=O)O)c1ccccc1 (centres undefined)
  A: 77* | B: 63 | C: 85* | D: 55 | E: 83* | F: 76*
O=C(O)c1ccc(/C=N/NC(=S)Nc2cccc3cccnc23)cc1
  A: 16 | B: 7 | C: -17 | D: 10 | E: 22 | F: 7
CS1(C)=Nc2c([N+](=O)[O-])cc([N+](=O)[O-])cc2S(=O)(=O)N=1
  A: -16 | B: -1 | C: 7 | D: -5 | E: -10 | F: -12
CC(C)CCOC(=O)c1ccccc1
  A: -69 | B: -34 | C: -23 | D: -29 | E: -7 | F: -22
C[C@@H]1OCC(O)C([C@H]2OC(c3ccccc3)=N[C@H]2CO)O1 (some centres undefined)
  A: 6 | B: 10 | C: -26 | D: 1 | E: 5 | F: 11
CCOC(=O)COc1c(OC)cc(C2C3=C(COC3=O)Oc3cc4c(cc32)OCO4)cc1OC (centres undefined)
  A: 71* | B: 15 | C: -5 | D: 28 | E: 3 | F: 27
CC1(C)N=C(N)N=C(N)N1c1cccc(CSc2ccccc2)c1
  A: 7 | B: -21 | C: -20 | D: -18 | E: -14 | F: -12
O=c1[nH]c(Nc2ccccc2)nc2c1ncn2CC(O)CSCCO (centres undefined)
  A: 8 | B: 27 | C: -27 | D: 10 | E: 16 | F: 13
OC(c1ccccc1)(C(F)(F)F)C(O)(c1ccccc1)C(F)(F)F (centres undefined)
  A: 90* | B: 90* | C: 96* | D: 82* | E: 94* | F: 89*
COC(=O)/C=C(\C)Nc1ccc(Cc2ccc(Cl)cc2)cc1
  A: 98* | B: 97* | C: 98* | D: 98* | E: 98* | F: 98*
O=S(=O)(Nc1ccnn1-c1ccccc1)c1ccc(NC(=S)Nc2ccccc2)cc1
  A: 28 | B: 46 | C: 65 | D: 56 | E: 34 | F: 38

Single entries from the entries so far.
Value of CCOC(=O)COc1c(OC)cc(C2C3=C(COC3=O)Oc3cc4c(cc32)OCO4)cc1OC (centres undefined) under mec2-1: 27
Value of C[C@@H]1OCC(O)C([C@H]2OC(c3ccccc3)=N[C@H]2CO)O1 (some centres undefined) under mlh1 rad18: -26
Value of OC(c1ccccc1)(C(F)(F)F)C(O)(c1ccccc1)C(F)(F)F (centres undefined) under sgs1 mgt1: 90*

Additional records
Letter code – A = cln2 rad14; B = sgs1 mgt1; C = mlh1 rad18; D = bub3; E = rad50; F = mec2-1
CCCNCC(O)COc1ccc2c3c(c(=O)oc2c1)CCC3 (centres undefined)
  A: -8 | B: -24 | C: -16 | D: -30 | E: 1 | F: 11
CNC(=O)C(C(=O)NC)c1ccccc1
  A: -18 | B: -1 | C: 11 | D: -3 | E: 8 | F: -5
CC[n+]1ccc(C#N)cc1
  A: 8 | B: 8 | C: 17 | D: 3 | E: 20 | F: -3
C=CCCC12CCCC(=O)C1Sc1ccc3ccccc3c12 (centres undefined)
  A: 11 | B: 11 | C: 7 | D: 35 | E: 10 | F: -4
CSCCC(NC(=O)C(Cc1ccccc1)NC(=O)OCc1ccccc1)C(=O)O (centres undefined)
  A: -40 | B: -1 | C: 5 | D: -5 | E: 5 | F: -13
Oc1ccc2ccccc2c1CN1CCOCC1
  A: 28 | B: 33 | C: 19 | D: 15 | E: 27 | F: 5
NC(CSS(=O)(=O)O)=NC1CC2CCC1C2 (centres undefined)
  A: -8 | B: -14 | C: 7 | D: -1 | E: -11 | F: -8
S=c1[nH]c2ccccc2nc1NCc1ccccc1
  A: -20 | B: 2 | C: 2 | D: 10 | E: -2 | F: 3
CC(=O)CC(=O)OC1CCCC(C)C1 (centres undefined)
  A: -39 | B: -18 | C: -15 | D: -23 | E: -10 | F: 1
O=C(Nc1ccccc1F)c1c(O)nc2sccn2c1=O
  A: -4 | B: 38 | C: 34 | D: 38 | E: 50 | F: -3
CCCCCCCCCCCCCCCCCCCCCCCCC(O)C(=O)O (centres undefined) (tested in a mixture with another compound)
  A: -23 | B: -2 | C: 0 | D: 8 | E: -33 | F: -31
C=C1C2CC3CCC2C(OC(=O)c2ccccc2C(=O)O)C13 (centres undefined)
  A: 15 | B: 1 | C: -19 | D: -2 | E: 0 | F: -11
Cn1c(=O)c2c(ncn2C2C=CC(O)CO2)n(C)c1=O (centres undefined)
  A: -29 | B: -11 | C: -3 | D: 0 | E: -10 | F: -10
O=S=Nc1c(Cl)cc(Cl)cc1Cl
  A: -19 | B: 2 | C: -1 | D: 12 | E: 1 | F: -20
CSC1=NC=C(C#N)C2=NC(c3c(F)cccc3Cl)NN12 (centres undefined)
  A: 26 | B: 35 | C: 27 | D: 25 | E: 30 | F: 8

Complete entries, looked up by structure. Values in the order: cln2 rad14, sgs1 mgt1, mlh1 rad18, bub3, rad50, mec2-1
O=C(Nc1ccccc1F)c1c(O)nc2sccn2c1=O in the list: -4, 38, 34, 38, 50, -3
Oc1ccc2ccccc2c1CN1CCOCC1 in the list: 28, 33, 19, 15, 27, 5
CSCCC(NC(=O)C(Cc1ccccc1)NC(=O)OCc1ccccc1)C(=O)O (centres undefined) in the list: -40, -1, 5, -5, 5, -13
CC[n+]1ccc(C#N)cc1 in the list: 8, 8, 17, 3, 20, -3
CSC1=NC=C(C#N)C2=NC(c3c(F)cccc3Cl)NN12 (centres undefined) in the list: 26, 35, 27, 25, 30, 8

(continued)
Letter code – A = cln2 rad14; B = sgs1 mgt1; C = mlh1 rad18; D = bub3; E = rad50; F = mec2-1
COc1cc(C2SCCCCCCCCCCSC(c3ccc(O)c(OC)c3)SCCCCCCCCCCS2)ccc1O (centres undefined)
  A: -19 | B: -29 | C: -7 | D: -30 | E: -25 | F: -25
CC(C)OC1CC1
  A: 5 | B: -10 | C: -21 | D: 12 | E: 5 | F: -11
C1COCCSC2=C(SCCOCCO1)SC(=C1SC3=C(SCCOCCOCCOCCS3)S1)S2
  A: -34 | B: -22 | C: -9 | D: -28 | E: -16 | F: -16
CC(=O)NC(Cc1ccccc1)C(=O)Nc1ccc(C)cc1 (centres undefined)
  A: 17 | B: 16 | C: 14 | D: 11 | E: 14 | F: 1
c1ccc2c(c1)CCc1cc3cc4c(nc3nc1-2)-c1ccccc1CC4
  A: -9 | B: -14 | C: -15 | D: -2 | E: -14 | F: -16
O=c1[nH]c2c([N+](=O)[O-])cc(Cl)cc2nc1/C=C(\O)c1ccco1
  A: 59 | B: 84* | C: 80* | D: 33 | E: 73* | F: 56
N#CC(N)c1ccc(OCCCCCCCCCCOc2ccc(C(N)C#N)cc2)cc1 (centres undefined)
  A: -8 | B: -27 | C: -21 | D: -17 | E: 2 | F: 3
C=CCOC(=O)CCC(=O)N(CC)CC
  A: 72* | B: -25 | C: -2 | D: -7 | E: -9 | F: -13
O=C1NC2(c3ccccc3)NC(=O)NC2(c2ccccc2)N1 (centres undefined)
  A: 14 | B: -2 | C: -7 | D: -7 | E: -2 | F: -31
COc1cccc(C2CC(C)=Nc3c(ccc4c3C(=O)c3ccccc3C4=O)N2)c1O (centres undefined)
  A: 8 | B: 25 | C: 15 | D: 12 | E: 1 | F: 18
C=C1CC(COc2ccc3ccc(=O)oc3c2)(c2ccccc2)OC1=O (centres undefined)
  A: -11 | B: 1 | C: 3 | D: 0 | E: -4 | F: -5
CCCCC(CC)CC#N (centres undefined)
  A: 6 | B: 21 | C: 11 | D: -4 | E: 6 | F: -20
Oc1cc2c(cc1C(c1ccc3c(c1)OCO3)N1CCN(C(c3ccc4c(c3)OCO4)c3cc4c(cc3O)OCO4)CC1)OCO2 (centres undefined)
  A: 24 | B: 78* | C: 93* | D: 54 | E: 82* | F: 93*
O=[N+]([O-])c1ccc(Cl)c(CNc2ncnc3c2ncn3C2CCCCO2)c1 (centres undefined)
  A: 22 | B: -6 | C: 4 | D: 25 | E: 35 | F: -9
COC(=O)CC(c1ccccc1)C1(c2ccccc2)SCCS1 (centres undefined)
  A: 11 | B: -6 | C: 23 | D: 7 | E: -1 | F: -15
O=C1CCCCCN1C(=O)c1ccccc1
  A: 8 | B: 1 | C: -16 | D: 2 | E: -8 | F: -1
C[N+](C)(C)CCC(=O)N1C/C(=C\c2ccccc2)C(=O)/C(=C/c2ccccc2)C1
  A: 9 | B: -34 | C: -35 | D: -16 | E: -36 | F: -15
COc1cccc(C(c2ccccc2)C(CC(=O)O)CC(=O)O)c1 (centres undefined)
  A: 4 | B: -13 | C: -16 | D: -2 | E: 9 | F: 9
CCCCCc1onc(-c2noc(CCCCC)c2C)c1C
  A: -4 | B: -13 | C: 15 | D: -42 | E: 17 | F: -6
O=C(CCC(=O)Oc1ccccc1C(=O)O)Oc1ccccc1C(=O)O
  A: -31 | B: 1 | C: 0 | D: -9 | E: -50 | F: -4
CC(=O)Nc1ccc(S(=O)(=O)N/N=C(/C)C2CCOC2=O)cc1 (centres undefined)
  A: 0 | B: -2 | C: -59 | D: -33 | E: -39 | F: -30
O=c1[nH]nc(NC2Nc3ccccc3N2)c2ccccc12
  A: -19 | B: 9 | C: 13 | D: 7 | E: 17 | F: 15
CCN(CC)CCNc1ccc2nnn3c4ccc(C)cc4c(=O)c1c23
  A: 28 | B: 14 | C: 56 | D: 31 | E: 22 | F: 18
Cc1cccc(C)c1NC(=S)N(CCC#N)C(C)C
  A: 13 | B: 16 | C: 2 | D: 15 | E: -1 | F: 10
CC(=O)Nc1cc(C)c(C)cc1[N+](=O)[O-]
  A: 3 | B: -9 | C: -12 | D: -27 | E: -2 | F: -17
